mHTT-CaM PPI inh – mutant huntingtin-calmodulin interaction inhibitors – biochemical, AlphaScreen, primary screen; AlphaScreen His-mHTT/GST-CaM binding, luminescence; 190,000 compounds, 3.6% hits; inhibition, % at 15 µM;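 also: 0% = both proteins with DMSO and 100% = one protein alone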
Pf apPOL inh – Pf-apPOL inhibitors, biochemical, fluorescence; Plasmodium falciparum apicoplast DNA polymerase (apPOL); inhibition, % at 10 µM; 210,000 compounds, 0.25% hits; Recombinant Pf-apPOL, molecular beacon fluorescence, 1.5 h
The depositor's hits bear a star; x = no result given; & = joins results of further samples. Rule as the data show it: active = inhibition above about 50%; inactive = the rest. Not a hit list; any-hit rate near 3.7%.

Every second line gives: mHTT-CaM PPI inh	Pf apPOL inh
- O=C(O)c1cccc(S(=O)(=O)Nc2ccccc2C(=O)O)c1
→ 1	-3
- O=C(c1ccoc1)N1CCCC(c2n[nH]c(=O)n2-c2ccccc2)C1 (configuration not stated)
→ -3	-3
- COc1ccc(-c2nc3ccccc3c(=O)n2Cc2ccccc2C)cc1OC
→ 1	-1
- Cc1cccc(NC(=O)C2CCn3c(nc4ccccc43)C2)c1 (configuration not stated)
→ 10	-3
- Cc1ccc(C)c(NC=C2C(=O)OC(C)(C(C)(C)C)OC2=O)c1 (configuration not stated)
→ -1	-2
- Cc1n[nH]c(C)c1S(=O)(=O)N1CCC(C(=O)Nc2nc3c(C)cccc3s2)CC1
→ 6	-5
- O=C(CCCSc1ccc(NC(=O)c2ccc(F)cc2)nn1)NCc1cccs1
→ -13	-9
- S=C1NCN(CCc2ccccc2)CN1
→ x	-20
- CC(=O)N1CCCN(C(=O)Nc2ccc(C)cc2)CC1
→ -1	-1
- Cc1sc2c(=O)n(C3CC3)cnc2c1C(=O)Nc1cccc(F)c1
→ 18	1
- Cc1cc(F)ccc1NS(=O)(=O)c1c[nH]c2ncccc12
→ -10	-4
- CCn1cc(C(=O)Nc2cc(C)c(Cl)cc2OC)c(=O)c2ccc(C)nc21
→ 2	-7
- Cc1ccc(N(CC(=O)Nc2ccc(S(=O)(=O)Nc3ccccc3)cc2)S(C)(=O)=O)cc1
→ 16	-8
- O=C(NCCc1cscn1)C1CCN(C(=O)c2ccccc2F)CC1
→ -5	-2
- COc1ccc(C(=O)N2CCC(c3nc(-c4ccc(NC(C)=O)cc4)no3)CC2)c(OC)c1
→ 15	3
- CCC(=O)Nc1cccc(C(=O)c2ccc(C)c(C)c2)c1
→ 2	-6
- Cc1cccc(N2CC(C(=O)N3CCN(c4ccccc4F)CC3)CC2=O)c1 (configuration not stated)
→ -4	-6
- O=C(O)c1cc2cc(-c3ccccc3)sc2s1
→ -5	-1
- COc1cccc(C(O)c2cccs2)c1 (configuration not stated)
→ -23	1
- O=C(Nc1ccc(Cl)cn1)c1ccc([N+](=O)[O-])cc1Cl
→ -1	-416
- CCOC(=O)CCSc1cc(-n2cccc2)c(Cl)cc1[N+](=O)[O-]
→ x	-6&-3
- CCOc1ccc(C=C2SC(=S)N(CCCCCC(=O)O)C2=O)cc1OC
→ 47	14
- CC1CN(C(=O)CCc2ccccc2)CC(C)O1 (configuration not stated)
→ -3	-4
- O=C(Nc1ccc2c(c1)CCC2)C1CCc2sc(C(=O)N3CCOCC3)cc2C1 (configuration not stated)
→ 47	-6
- O=C(CSc1nnc(NC(=O)CCc2ccccc2)s1)NCc1ccccc1
→ 2	-15
- COc1ccc(C(=O)Nc2sc3c(c2C#N)CC(C)(C)SC3)cc1[N+](=O)[O-]
→ 29	-1
- CN1CCCN(CC2CC=CCC2)CC1 (configuration not stated)
→ -3	-4
- CC(C)[C@H]1COCCS(=O)(=O)N1Cc1ccccc1-c1cccc(Cl)c1
→ 15	-3
- COc1ccc(C2=N/C(=C\c3ccc(C)cc3)C(=O)O2)cc1[N+](=O)[O-]
→ 6	-2
- O=C(NCc1ccco1)C1CCNCC1
→ 10	2
- CN1C(=O)c2ccccc2Sc2ccc(NC(=O)NC3CC3)cc21
→ 4	-2
- CCc1ccc(C2=CC(c3ccc(Br)cc3)n3ncnc3N2)cc1 (configuration not stated)
→ 7	0
- O=[N+]([O-])c1ccc(N=Cc2nc(-c3ccccc3)oc2O)cc1
→ 2	16
- Cc1cccc(NC(=O)C2CCCN(C(=O)c3ccc(Cl)cc3)C2)c1 (configuration not stated)
→ 26	-8
- Cc1cccc(CN2CCN(C3CCN(C(=O)NCCC(C)C)CC3)C2=O)c1
→ 15	-5
- COc1ccccc1NC(=O)CN1CCN(CC(=O)Nc2ccc3c(c2)OCO3)CC1
→ 6	-3
- CCc1noc(-c2cnc3nc(C)ccc3c2Nc2ccccc2C)n1
→ 29	-7
- COc1ccccc1NC(=O)c1c(O)c2cccc3c2n(c1=O)CC3
→ 21	-2
- O=C(NCc1cccnc1)c1cccc(F)c1
→ -2	-6
- CC1CCCC(C)N1C(=O)c1ccccc1N (configuration not stated)
→ 4	-11
- Cc1ccc(C(=O)N2CC(C(=O)N3CCOCC3)C(c3cccc(F)c3)C2)cc1 (configuration not stated)
→ 8	-7
- COc1ccc(C(=O)N2CCC(CCOc3ccccc3F)CC2)c(C)c1
→ -2	-1
- Cc1ccc(NC(=O)CN2CCN(c3nccn3C)CC2)cc1Cl
→ -2	-2
- COc1ccc(Cl)cc1NC(=O)c1cc(S(=O)(=O)N(C)Cc2ccccc2)ccc1F
→ -1	39
- C#CCNS(=O)(=O)c1ccc(F)cc1Br
→ -9	-4
- NNc1nc(N2CCCCC2)nc(N2CCOCC2)n1
→ 3	-5
- CSC[C@H]1CN(Cc2ccccc2)C(=O)[C@@H]1CC(=O)Nc1ccc(Br)cc1
→ 48	2
- N#CC1=C(N)SC(N)=C(C#N)C12C(=O)Nc1ccccc12
→ 4&-1	-11&-6
- CCSc1nc(C)c(Cl)c(C)c1C#N
→ -23	x
- CCOc1ccc(NC(=O)c2cc3cc4ccc(OC)cc4nc3o2)cc1
→ -2	-2
- O=C(Nc1ccc(NC(=O)c2ccco2)cc1)c1ccc(-c2ccccc2)cc1
→ 1	-3
- Oc1cc2c(cc1O)CCN=C2
→ 1	x
- COc1ccccc1-n1nc(C(=O)Nc2cc(OC)c(OC)c(OC)c2)c2ccccc2c1=O
→ 33	-1
- CC1CC(C)CN(S(=O)(=O)N2CCCC(C(=O)NCCCN3CCCC3)C2)C1 (configuration not stated)
→ -7	-11
- O=C(Nc1nc2c(Cl)cccc2s1)C1CC1
→ -6	3
- O=C(Cc1cccc(F)c1)N1CCCC1c1ccccc1F (configuration not stated)
→ -8	-2
- O=S(=O)(c1ccc(Br)cc1)N1CCSC1c1ccc(Br)cc1 (configuration not stated)
→ -23	-2
- COc1ccc(OC)c(NC(=O)c2cc(S(=O)(=O)N3CCC(C)CC3)ccc2F)c1
→ 4	44
- COc1cccc(C2CC(c3cccc([N+](=O)[O-])c3)Nc3nnnn32)c1OC (configuration not stated)
→ 15	-9
- COc1cccc2cc(C(=O)OC(C)C)c(=O)oc12
→ -2	-4

The list goes on:
Every second line gives: mHTT-CaM PPI inh	Pf apPOL inh
- COc1cc(OC)c(OC)cc1C=C1Oc2cc(OC(=O)c3ccc(OC)c(OC)c3)ccc2C1=O
→ -3	-6
- O=C(O)c1cccnc1SCc1ccc([N+](=O)[O-])cc1
→ 4&-2	2&-2
- CCC(C(=O)NCc1ccc(F)cc1Cl)N1C(=O)COc2ccc(C(C)(C)C)cc21 (configuration not stated)
→ 49	-17
- CCNC(=O)N1CCCC(c2cccc(C(=O)NCc3ccc(OCC)cc3)c2)C1 (configuration not stated)
→ 2	-3
- CC(Cl)C(=O)Nc1c(-c2ccc(C(F)(F)F)cc2)nc2ccccn12 (configuration not stated)
→ 55*	-5
- C1=CC2CC1CC21COC(c2ccc3oc4ccccc4c3c2)OC1 (configuration not stated)
→ -17	x
- Cn1c(CC2CCN(C(=O)NCc3cccc(F)c3)C2)nc2cccnc21 (configuration not stated)
→ 1	-7
- O=C(O)C1C2C=CC(C2)C1C(=O)OCC1CCCO1 (configuration not stated)
→ 5	x
- Oc1c(C(Nc2ccccn2)c2ccc(OC(F)F)cc2)ccc2cccnc12 (configuration not stated)
→ 97*	-22
- COc1ccc(/C=C2\C(=O)NC(=N)N2C)cc1OC
→ 10	2
- Cc1cccc(C(=O)NCc2cccnc2-c2ccc(F)cc2)c1
→ -13	-3
- COc1ccccc1C(NC(=O)C(C)C)c1ccc2cccnc2c1O (configuration not stated)
→ 99*	-1
- O=C1CC(c2ccc(F)cc2)Sc2nc(-c3ccc(F)cc3)nn21 (configuration not stated)
→ -5	7
- O=C(Nc1ccccc1N1CCOCC1)c1cccc([N+](=O)[O-])c1
→ -4	-2
- COc1ccccc1CNc1ccc2c(c1)OC[C@H](CC(C)C)NS2(=O)=O
→ -4	-8
- CN1C(=O)C(C)(C)COc2ccc(NC(=O)C34CC5CC(CC(C5)C3)C4)cc21
→ 16	-3
- Nc1ccccc1SCc1nc(-c2ccc(Cl)cc2)no1
→ x	-4&0
- O=C(c1ccccc1F)N1CCN(C(C(=O)N2CCCCC2)C2CCCC2)CC1 (configuration not stated)
→ 1	3
- O=S1(=O)CC(N2CCCCC2)CN1Cc1cn(Cc2ccc(F)cc2)nn1 (configuration not stated)
→ -7	-2
- O=C1CN(C(=O)CCCSc2ccc(F)cc2)c2ccccc2N1
→ -9	-1
- COc1cccc(CN2CCN(C(=O)c3cc(OC)c(OC)c(OC)c3)CC2)c1
→ 2	1
- COc1ccc(-c2cn3ccn(-c4cccc(F)c4)c(=O)c3n2)cc1OC
→ -3	2
- COc1ccc(NC(=O)C2CCc3sc(C(=O)N4CCOCC4)cc3C2)cc1OC (configuration not stated)
→ 9	-2
- O=C(COC(=O)c1cc2cc(Br)ccc2oc1=O)c1ccc([N+](=O)[O-])cc1
→ -1	-3
- Cc1nnsc1C(=O)Nc1ccc(CC(=O)NCc2cccs2)cc1
→ -12	3
- O=C(CSc1nnc(-c2cccs2)o1)c1ccc(Br)cc1
→ x	-1
- O=c1nc(/C=C/c2cn(Cc3ccccc3Cl)c3ccccc23)cc(C(F)(F)F)[nH]1
→ 28	0
- COc1ccc([N+](=O)[O-])cc1NC(=O)C1CC(=O)OC12CCCCC2 (configuration not stated)
→ 1	6
- CN(C)CCNc1nc2c(c(=O)[nH]c(=O)n2C)n1CC(O)COc1ccc(Cl)cc1Cl (configuration not stated)
→ 0	4
- S=C(Nc1ccc2c(c1)OCCO2)Nc1ccc2[nH]ccc2c1
→ x	-4

Complete entries, quoted from the list.
CCC(C(=O)NCc1ccc(F)cc1Cl)N1C(=O)COc2ccc(C(C)(C)C)cc21 (configuration not stated) in the list: mHTT-CaM PPI inh: 49; Pf apPOL inh: -17
COc1cc(OC)c(OC)cc1C=C1Oc2cc(OC(=O)c3ccc(OC)c(OC)c3)ccc2C1=O in the list: mHTT-CaM PPI inh: -3; Pf apPOL inh: -6

Nothing new here: entries from further up.
Every second line gives: mHTT-CaM PPI inh	Pf apPOL inh
- Cc1nnsc1C(=O)Nc1ccc(CC(=O)NCc2cccs2)cc1
→ -12	3
- O=C(CSc1nnc(-c2cccs2)o1)c1ccc(Br)cc1
→ x	-1
- O=c1nc(/C=C/c2cn(Cc3ccccc3Cl)c3ccccc23)cc(C(F)(F)F)[nH]1
→ 28	0
- COc1ccc([N+](=O)[O-])cc1NC(=O)C1CC(=O)OC12CCCCC2 (configuration not stated)
→ 1	6
- CN(C)CCNc1nc2c(c(=O)[nH]c(=O)n2C)n1CC(O)COc1ccc(Cl)cc1Cl (configuration not stated)
→ 0	4
- S=C(Nc1ccc2c(c1)OCCO2)Nc1ccc2[nH]ccc2c1
→ x	-4

The listing continues.
Every second line gives: mHTT-CaM PPI inh	Pf apPOL inh
- Cc1cccc2nnc(N3CCCC(C(=O)NC(C)C)C3)n12 (configuration not stated)
→ 2	-3
- CCC(C)NC(=O)c1cnc(Nc2ccc(F)cc2)c2ccccc12 (configuration not stated)
→ -11	-2
- O=C(NCc1ccc(F)cc1)c1cc2sccc2n1CC1CC1
→ 7	0
- O=C(CN1C(=O)c2ccccc2C1=O)Nc1ccc(Cl)c([N+](=O)[O-])c1
→ 1	-4
- Cc1ccc(NC(=O)Cn2[nH]c(-c3ccc(Cl)cc3)cc2=O)c(Cl)c1
→ -6	3
- CCC(=O)Nc1ccc2c(c1)CC(C(=O)NCc1ccc(C)cc1)CO2 (configuration not stated)
→ -1	-3
- Cc1ccc(CNC(=O)N2CCC(c3cc(N)on3)CC2)cc1
→ 1	-4
- O=C(Nc1nccs1)C1CCN(C(=O)C2COc3ccccc3O2)CC1 (configuration not stated)
→ -6	-9
- CCN(CC)C(=O)CSc1nc2cc3c(cc2c(=O)n1CCC1=CCCCC1)OCO3
→ -2	0
- CN1c2cc(F)ccc2C(=O)NC12CCN(C(=O)Nc1ccccc1F)CC2
→ -3	-1
- COc1ccc(Cl)cc1NC(=O)c1ccc(C)o1
→ -8	0
- COC(=O)c1ccccc1NS(=O)(=O)c1ccc(C)cc1C
→ -28	-4
- O=C(C1CCCO1)N1CCN(S(=O)(=O)c2cccc3nsnc23)CC1 (configuration not stated)
→ -1	6
- CSc1ccc(C=NS(=O)(=O)c2ccccc2)cc1
→ 0	-3
- CCCCN(Cc1ccccc1)Cc1ccco1
→ -12	4
- Cc1ccc(NC(=O)Cc2c(C(=O)O)[nH]c3ccccc23)c(Br)c1
→ 5	4
- CC1CCC2(CC1)NC(=O)N(CC(=O)Nc1cccc(C(C)C)c1)C2=O (configuration not stated)
→ -1	-5
- Cc1cccc(CNC(=O)c2cc(N3CCCC(C)C3)nc3ccccc23)c1 (configuration not stated)
→ -171	-5
- CC(N)=Nc1cc(-c2ccccc2)[nH]n1
→ x	2
- CC(=O)Nc1nc(C)c(-c2csc(Nc3cc(C)ccn3)n2)s1
→ 34	-2
- COc1ccc(Br)cc1CNC(=O)c1cc2cc3ccc(C)cc3nc2o1
→ 6	3
- CC(CC(=O)N1CCN(c2cccc(Cl)c2)CC1)c1ccccc1 (configuration not stated)
→ 22	-16
- COc1ccc(-c2cn3c4c(=O)n(C)c(=O)n(C)c4nc3n2-c2cccc3c2OCCO3)cc1
→ -3	-5
- CCCC(C)C(=O)Nc1ccc(Cl)c(Cl)c1 (configuration not stated)
→ -18	-8
- CSc1cccc(NC(=O)Nc2ccc(Nc3ccc(C)nn3)cc2)c1
→ 4	-5
- CCc1ccccc1NS(=O)(=O)c1cc(Cl)ccc1Cl
→ -28	1

Assay outcomes as filed in PubChem.
